KLK7 zymogen act – proKLK7 (human) activation, primary screen. purified proKLK7, EDANS-DABCYL substrate fluorescence; 100% is mature enzyme control, 0% vehicle. 370,000 compounds, 0.9% hits. P49862. activation, % at 7 µM;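 active = activation above the mean of all tested compounds plus 3 SD, computed per campaign excluding outliers beyond control limits, cut at about 13% in these data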
Target sequence (P49862 whole entry, looked up): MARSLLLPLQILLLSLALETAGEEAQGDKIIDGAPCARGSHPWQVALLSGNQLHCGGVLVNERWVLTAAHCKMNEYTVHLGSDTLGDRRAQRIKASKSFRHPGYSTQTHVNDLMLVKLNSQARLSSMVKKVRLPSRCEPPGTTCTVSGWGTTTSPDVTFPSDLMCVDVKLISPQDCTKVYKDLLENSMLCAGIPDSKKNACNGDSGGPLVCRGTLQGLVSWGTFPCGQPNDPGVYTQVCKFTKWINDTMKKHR
FXN GAA850 act – frataxin GAA850 promoter activation; HEK293 lucGAA850 FXN promoter luciferase reporter, 24 h; percent of 10 µM SAHA response; activation, % at 6 µM; 360,000 compounds, 0.56% hits; AID 540364;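 active = activation above the average of all compounds screened plus 3 SD, cutoff fixed separately per campaign, cut at about 7.5% in these data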;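 also: 0% = DMSO wells and 100% = 10 µM SAHA wells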
hcDAF12 agonist – activates DAF-12 receptor from parasite H. contortus | 370,000 compounds, 1.4% hits | activation, % at 6.8 µM | AID 652067 | HEK293 hcDAF-12 lit1-tk-luc reporter, luminescence; 0% DMSO, 100% Δ7-dafachronic acid;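 active = activation above the mean of all tested compounds plus 3 SD, cut at about 5.5% in these data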;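 also: 100% = response to 3 µM Δ7-dafachronic acid high control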
GC-B act – GC-B (human) receptor activation; P20594; HEK293-GC-B cells, CNP EC30, cGMP TR-FRET; 0% at EC30 CNP, 100% saturating CNP; activation, % at 10 µM; 370,000 compounds, 0.11% hits;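 active = activation at 10 µM reaching about 35% in either raw or pattern-adjusted values, limit read from the data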
sPLA2-III inh – Blocks human group III sPLA2 activity | Q9NZ20 | inhibition, % at 12.2 µM | 370,000 compounds, 0.56% hits | QFRET BODIPY PC-A2 liposome hydrolysis, fluorescence | AID 743126;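 active = inhibition above mean plus 3 SD of compounds lying within the high and low control bounds, cut at about 19% in these data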;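 also: 0% = median of test compound wells and 100% = no enzyme DMSO wells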
Target sequence (Q9NZ20 whole entry, looked up): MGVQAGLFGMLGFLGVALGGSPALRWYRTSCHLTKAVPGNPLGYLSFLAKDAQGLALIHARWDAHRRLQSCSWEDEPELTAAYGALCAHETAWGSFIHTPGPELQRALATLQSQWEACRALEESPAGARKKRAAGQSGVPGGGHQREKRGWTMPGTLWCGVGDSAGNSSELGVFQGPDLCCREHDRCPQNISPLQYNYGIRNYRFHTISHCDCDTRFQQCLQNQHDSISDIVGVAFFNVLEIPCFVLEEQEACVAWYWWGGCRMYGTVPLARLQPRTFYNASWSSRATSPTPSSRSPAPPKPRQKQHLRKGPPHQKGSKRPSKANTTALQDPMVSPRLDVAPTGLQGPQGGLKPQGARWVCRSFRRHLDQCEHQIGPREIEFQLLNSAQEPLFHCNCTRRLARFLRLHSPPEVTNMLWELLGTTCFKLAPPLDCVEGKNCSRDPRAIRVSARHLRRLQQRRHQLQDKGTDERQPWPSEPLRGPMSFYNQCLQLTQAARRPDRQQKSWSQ
DAX1 inh-1 – inhibitors of human orphan nuclear receptor DAX1 (NR0B1). P51843. HEK293 Gal4-DAX1 luciferase reporter, luminescence. inhibition, % at 6.75 µM. 340,000 compounds, 0.99% hits. AID 504766;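 active = inhibition above the mean over all tested compounds plus 3 SD, cut at about 4.2% in these data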;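 also: 0% = DAX1-transfected cells with DMSO and 100% = empty-vector control cells with DMSO; inhibition shows as a rise in luminescence from relieved DAX1 repression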
Target sequence (P51843 207-470 limits assumed): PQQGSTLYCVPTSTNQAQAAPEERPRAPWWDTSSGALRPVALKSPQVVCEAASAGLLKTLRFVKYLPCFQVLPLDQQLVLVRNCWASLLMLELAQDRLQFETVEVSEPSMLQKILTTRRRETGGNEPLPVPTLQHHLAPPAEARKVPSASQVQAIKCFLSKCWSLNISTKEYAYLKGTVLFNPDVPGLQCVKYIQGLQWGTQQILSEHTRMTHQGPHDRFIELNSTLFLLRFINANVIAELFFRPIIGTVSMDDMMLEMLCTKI
SMARCA2 act – increases SMARCA2 function in MMTV reporter cells; MG213 cells, MMTV-luciferase reporter, dexamethasone, overnight; activation, % at 9.1 µM; 370,000 compounds, 1% hits; in the data active = activation above about 7.8%;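 also: 0% = vehicle wells and 100% = reference activator wells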
ssDAF-12 act – S. stercoralis DAF-12 activation, primary screen; HEK293 ssDAF-12/GRIP1 lit1-tk-luc reporter, luminescence; % of 3 µM dafachronic acid response; activation, % at 6.8 µM; 370,000 compounds, 1% hits;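 active = activation above the mean over all tested compounds plus 3 SD, cut at about 0.9% in these data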;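 also: 0% = DMSO-only wells and 100% = 3 µM delta7-dafachronic acid wells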
GC-A act – GC-A (human) enzyme activation | P16066 | HEK293 GC-A cells, cGMP TR-FRET, EC30 ANP; 0% at EC30 ANP, 100% saturating ANP | activation, % at 10 µM | 370,000 compounds, 0.14% hits; in the data active = activation above about 40%
DAX1 inh-2 – blocks DAX1 repression of SF-1 activated StAR promoter; HEK293T StAR-luciferase reporter, SF-1/DAX-1 repression relief; inhibition, % at 6.8 µM; 370,000 compounds, 1.1% hits; AID 652010;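 active = inhibition above the mean over all tested compounds plus 3 SD, cut at about 3.6% in these data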;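 also: 0% = DAX-1 cells with DMSO and 100% = cells lacking DAX-1 with DMSO; higher inhibition means more luminescence from relief of DAX-1 repression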
hgDAF-12 ag – activates the H. glycines DAF-12 receptor ligand-binding domain; HEK293 GAL4-hgDAF12 UAS-luciferase reporter, agonist luminescence; normalized to butyrate control; activation, % at 6.8 µM; 370,000 compounds, 1.8% hits; AID 687014;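 active = activation above a cutoff set at the mean of all screened compounds plus 3 SD, cut at about 10% in these data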;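 also: 0% = DMSO wells and 100% = sodium butyrate wells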
* hit, by the source's call; / = not tested or not shown.

SMILES | KLK7 zymogen act | FXN GAA850 act | hcDAF12 agonist | GC-B act | sPLA2-III inh | DAX1 inh-1 | SMARCA2 act | ssDAF-12 act | GC-A act | DAX1 inh-2 | hgDAF-12 ag
CC1CCCCN1S(=O)(=O)c1cnc(Cl)c(Br)c1 (stereo unspecified) | 0.6 | -2.5 | -3.2 | 4.1 | -1.9 | -0.1 | -0.6 | -1.5 | -2.5 | -0.2 | -1.3
O=c1c(Br)c(NCc2ccccc2)cnn1-c1ccc(F)cc1 | 1.0 | 5.3 | 1.3 | -2.9 | 3.7 | 3.8 | 0.7 | -0.7 | -0.6 | 2.5 | 4.0
CCOC(=O)CCC(=O)N1CCOCCOCCN(C(=O)CCC(=O)OCC)CCOCCOCC1 | 0.4 | -1.5 | -1.0 | 0.5 | -0.9 | 0.1 | -3.5 | -0.9 | 3.8 | -0.6 | -0.6
Cc1ccc(SCCNC(=O)c2ccccc2C)cc1 | 0.5 | 0.6 | 0.9 | 3.0 | 9.9 | 0.0 | 0.3 | -1.5 | 2.2 | 0.1 | 0.0
C=CCn1cnc2c(nnn2-c2ccc(C)c(C)c2)c1=O | 0.1 | 3.1 | 0.4 | -10.1 | -1.0 | 0.2 | 4.3 | -1.1 | -4.0 | 2.6 | 8.0
O=C(NCCCc1ccccc1)c1ccc(CS(=O)Cc2ccccc2Cl)o1 (stereo unspecified) | 0.0 | 0.8 | -2.7 | 1.9 | -1.3 | 0.6 | -0.3 | -1.1 | -0.4 | -0.7 | -1.5
CC(=O)Nc1ccc(NC(=O)c2cc(=O)c3ccc(C)cc3o2)cc1 | 15.3* | -0.7 | -2.4 | -0.6 | 1.2 | -1.4 | -0.8 | -1.3 | -1.5 | 0.0 | 2.7
Cc1cc(C)c2c(c1)/C(=N/Nc1ccc(S(N)(=O)=O)cc1[N+](=O)[O-])CCC2 | -0.3 | 1.8 | -0.8 | -16.4 | 19.6* | -0.1 | -2.6 | -1.5 | -32.3 | -0.3 | -1.8
NC(=O)C1=C[C@H](c2ccc3c(c2)OCO3)C[C@H](OCc2ccc(CO)cc2)O1 | 0.2 | 3.2 | 1.6 | -0.4 | 1.5 | 0.1 | 7.1 | 0.2 | -0.2 | 0.6 | 4.6
Cc1noc(C)c1S(=O)(=O)Nc1ccccc1Cl | 0.3 | -0.8 | 1.4 | 0.1 | 0.7 | -0.5 | -1.1 | -1.2 | 4.3 | 0.1 | 1.3
C(=Cc1nc2ccccc2o1)c1ccc2c(c1)OCO2 | -18.6 | 1.0 | 8.1* | 0.2 | 2.5 | -0.1 | 4.8 | 0.4 | 2.0 | 13.2* | 14.4*
COc1ccc(-c2nc3ccccc3n(CC(C)C)c2=O)cc1 | -0.5 | / | -1.5 | 6.4 | 10.1 | / | -5.5 | -0.3 | -3.0 | -0.3 | 1.8
O=C(Nc1ccc(Cl)cc1)OCc1cncs1 | 0.1 | 5.7 | -1.2 | -1.4 | 3.1 | 0.3 | 3.4 | -0.7 | 1.8 | 0.6 | 4.5
COc1ccc(CCN(Cc2cccs2)S(=O)(=O)c2ccc(S(=O)(=O)N(C)C3CCCCC3)cc2)cc1OC | -0.7 | 1.5 | 2.8 | -0.4 | 1.7 | 0.2 | -0.9 | -1.0 | 1.6 | 0.1 | 0.4
CCCc1cc(=O)[nH]c(SCC(=O)c2cc(C)n(CCOC)c2C)n1 | -0.2 | 1.6 | 1.0 | 2.2 | -4.2 | -0.7 | -2.8 | -1.4 | -4.7 | -0.6 | -2.0
COc1cc(/C=C/c2noc(-c3ccccc3O)n2)cc(OC)c1OC | -3.1 | 1.0 | -1.9 | -1.7 | -6.0 | -0.8 | 2.8 | -1.4 | -0.8 | 0.0 | 2.4
O=C(Cc1ccccc1)Nc1ccc(S(=O)(=O)N2CCOCC2)cc1 | -1.0 | -1.6 | 0.1 | 4.8 | 8.9 | 1.7 | -2.4 | -1.3 | 3.9 | -0.2 | -0.7
CCOC(=O)c1cc(=O)c2c([N+](=O)[O-])ccc(OC)c2o1 | -0.7 | -1.2 | -1.9 | -0.6 | 0.8 | 0.2 | -0.2 | -1.1 | -0.7 | 0.0 | 0.3
CCOC(=O)/C=C/[C@H]1CC2(CCO1)SCCCS2 | -0.9 | 3.8 | -0.1 | -4.6 | -1.3 | 1.3 | 4.6 | -1.2 | -0.5 | -0.1 | 3.4
O=C(N/N=C/c1ccc(OC(F)F)cc1)C1=COCCO1 | 0.4 | 3.1 | 4.0 | 2.8 | 1.8 | 4.9* | 3.3 | 0.2 | -1.7 | 4.1* | 11.1*
Cc1nc(-c2cccc(S(=O)(=O)N3CCC(C)CC3)c2)cs1 | 0.1 | 0.2 | -2.1 | -1.0 | -3.2 | 0.6 | 0.1 | -1.0 | 5.3 | -0.6 | -0.7
COc1ccccc1C1CC(=O)n2c(nc(-c3ccccc3)c2-c2ccccc2)S1 (stereo unspecified) | -0.6 | 1.9 | -1.7 | -0.7 | -14.0 | -0.9 | -1.1 | -1.0 | 0.9 | 0.7 | -2.3
CC(C)(Cc1nc2ccccc2[nH]1)c1nc2ccccc2[nH]1 | 0.1 | 0.1 | 0.9 | 2.5 | 5.2 | 1.6 | -1.5 | 0.2 | -0.3 | -0.1 | -0.6
CS(=O)(=O)N1CCN(c2ccccc2NC(=O)c2ccc(Br)o2)CC1 | -0.5 | -3.5 | -2.5 | -2.8 | 1.6 | -0.8 | -0.1 | -2.1 | -5.2 | -1.8 | 0.3
Oc1ccc2ccccc2c1CN1CCN(c2ccccc2)CC1 | -0.8 | -0.1 | 0.4 | -2.2 | -3.8 | -0.3 | -2.2 | -1.3 | 3.5 | -0.6 | -1.6
CCOC(=O)[C@@H]1[C@H]2COc3cc(OC)ccc3[C@@H]2N2C(=O)N(c3ccc(Br)cc3)C(=O)[C@@]12C | 0.2 | -0.8 | -0.9 | -2.5 | -10.5 | -0.2 | -0.9 | -1.0 | -0.8 | -0.6 | -1.0
Cc1ccc(CCNC(=O)C2CCCN(C(=O)N(C)C)C2)cc1 (stereo unspecified) | -0.6 | 1.7 | -0.7 | 6.9 | 0.1 | -0.5 | 4.5 | -1.6 | -0.8 | -0.4 | -0.4
CC(=O)n1nc(-c2ccccc2)nc1NCc1ccc(N(C)C)cc1 | -0.7 | 6.7 | 5.3 | -4.5 | -0.9 | 0.7 | 0.5 | 0.1 | 1.0 | 3.4 | 8.5
CC(C)(C)C(=O)Nc1ccc2c(c1)-c1cc(NC(=O)C(C)(C)C)ccc1C2 | 0.5 | 0.5 | 0.6 | 1.4 | 4.3 | 0.5 | -1.1 | -0.9 | -3.3 | 0.7 | 2.8
COc1ccc(S(=O)(=O)c2c(O)c3ccc(C(=O)Nc4ccccc4)cc3[nH]c2=O)cc1 | -0.3 | -2.1 | 1.1 | 3.1 | 4.9 | 1.0 | -1.6 | -1.4 | 1.3 | 0.0 | -0.8
O=C(CSc1ncccn1)NCc1ccccc1Cl | -0.6 | 2.3 | 0.4 | 0.4 | 5.5 | 0.9 | 5.9 | -0.9 | 4.6 | 0.8 | 3.7
COC(=O)CCSCC(=O)N1N=C(c2ccc(Br)cc2)CC1c1cccc(OC)c1OC (stereo unspecified) | 0.4 | -0.9 | 0.3 | -1.5 | 2.9 | 0.9 | -3.8 | -0.4 | 0.0 | -0.1 | -1.3
Cc1cc(Br)ccc1OCC(=O)NC1CCCC1 | 0.1 | 0.3 | -4.3 | -6.0 | -3.1 | -2.0 | -0.3 | -1.9 | -2.2 | -6.8 | -3.5
CC(=O)C12CCCCC1CC1C3CC(C)C4(O)CC(=O)CCC4(C)C3CCC12C (stereo unspecified) | -0.1 | 3.4 | 1.1 | -5.2 | 7.2 | -1.7 | -3.1 | -0.5 | 2.9 | -0.1 | 0.5
COC(=O)C(C)(C)ONC(=O)Nc1ccccc1Cl | -0.1 | 1.0 | 0.0 | -2.4 | 0.6 | -0.5 | -1.8 | -1.8 | 1.1 | 0.1 | -1.2
C=CCN(CC=C)C(=O)Cc1ccc(F)cc1 | 0.2 | 1.5 | -0.2 | -0.6 | -1.6 | -0.4 | -3.2 | -1.1 | 4.0 | 0.9 | -1.5
COc1ccc(C(=O)NC(=S)Nc2ccc([N+](=O)[O-])cc2C)cc1OC | -0.4 | 1.7 | -1.0 | 0.3 | 9.6 | 1.7 | -1.5 | -1.9 | 2.5 | 0.3 | -1.4
Cc1nn(-c2ccccc2)c(Cl)c1C(=O)Nc1nnc(C2CCCCC2)s1 | 0.5 | -2.2 | 1.9 | -0.6 | 1.1 | -0.7 | 0.0 | -1.2 | 1.2 | -0.7 | -0.4
Cc1onc(-c2c(Cl)cccc2Cl)c1C(=O)N1CCOCC1 | -0.4 | 0.9 | -0.9 | 2.5 | 1.2 | -0.7 | -1.9 | -1.3 | 3.2 | 0.0 | 2.8
COc1ccc(OC)c(NC(=O)C(=O)NNC(=O)c2cccs2)c1 | -0.3 | 1.8 | 0.5 | 1.4 | 0.7 | -0.2 | 0.5 | -0.9 | -0.5 | 0.1 | -0.5
O=C(Nc1ccccc1)C1=C[C@H](c2ccc(C(F)(F)F)cc2)C[C@H](OCc2ccc(CO)cc2)O1 | -0.2 | / | 1.0 | 2.4 | -15.2 | / | -0.9 | -1.1 | 0.1 | -0.1 | 1.8
COc1cccc(NC(=O)COC(=O)CCn2c(C)csc2=O)c1 | -0.3 | 2.1 | -1.2 | -6.1 | -0.5 | 1.4 | -0.2 | -1.2 | -2.1 | 1.2 | 0.6
CC(N=C1NS(=O)(=O)c2ccccc21)C(=O)N1CCc2ccccc2C1 (stereo unspecified) | -0.3 | 0.8 | 0.2 | -1.4 | 3.7 | -0.1 | -2.2 | -0.7 | -3.7 | 0.3 | 0.2
COc1cccc(C(=O)OCn2nnc3ccccc3c2=O)c1 | -0.3 | -0.5 | 0.3 | 1.6 | -2.9 | 0.0 | -0.3 | -1.4 | 6.3 | 0.4 | -1.2
O=C(CCC(=O)c1ccc(F)cc1)Nc1ccccc1Cl | -0.4 | 2.6 | -1.3 | 9.8 | 5.8 | 2.0 | 2.2 | -1.9 | -0.4 | 0.0 | 1.9
N#CC1c2ccccc2C=CN1C(=O)N(c1ccccc1)c1ccccc1 (stereo unspecified) | 0.1 | -1.7 | 1.9 | -11.2 | 1.4 | -0.5 | -5.1 | -1.1 | -27.7 | -2.3 | -2.0

Single entries from the entries so far.
GC-A act, `COc1cccc(NC(=O)COC(=O)CCn2c(C)csc2=O)c1` : -2.1
GC-A act, `CC(N=C1NS(=O)(=O)c2ccccc21)C(=O)N1CCc2ccccc2C1` (stereo unspecified) : -3.7
